All columns: NCI-60 one-dose screen, growth in % after 48 h at 10 µM unless noted; 100 = growth as untreated, 0 = no growth, -100 = all killed.
OVCAR-5: OVCAR-5 ovarian cancer; 2.9% of 82,000 active; AID 1794783
OVCAR-8: OVCAR-8 ovarian cancer | 4.4% of 81,000 active
OVCAR-3: OVCAR-3 ovarian cancer | 7% of 79,000 active | AID 1794787
NCI-H23: NCI-H23 lung cancer; 4% of 80,000 active
NCI-H322M: NCI-H322M lung cancer | 2.7% of 80,000 active
NCI-H460: NCI-H460 lung cancer; 6.8% of 82,000 active; AID 1794736
NCI-H522: NCI-H522 lung cancer; 8% of 78,000 active; AID 1794739
NCI-H226: NCI-H226 lung cancer; 3.5% of 79,000 active
NCI/ADR-RES: NCI/ADR-RES ovarian cells; 4.4% of 81,000 active; AID 1794790
* = called active by the depositor; . = no result given; & = joins results of further samples. The calls were made as follows: active = growth percent below 10; inactive = the rest.

(1) Cc1cc(C)c2[nH]c(O)c(N=NC(=O)Cc3c[nH]c4ccccc34)c2c1
(2) O=c1[nH]c(-c2cccc3ccccc23)nc2sc3c(c12)CCCCCC3
(3) Cc1cc[n+](CCC2CCCCC2)cc1
(4) O=C(/C(=C\c1ccc([N+](=O)[O-])cc1)S(=O)Cc1ccc(Cl)cc1)c1ccc(Cl)cc1 (centres undefined)
(5) Cc1cc(-c2ccccc2)n2nc(NC#N)nc2c1C#N
(6) Fc1ccc(CSc2ncnc3c2ncn3C2CCCCO2)cc1 (centres undefined)
(7) O=C(Cn1cc(CN2C(=O)c3ccc([N+](=O)[O-])cc3C2=O)nn1)Nc1ccc(Cl)cc1
(8) COc1ccc(/C=C2\SC(=Nc3ccccc3)NC2=O)cc1
Assay by compound	1	2	3	4	5	6	7	8
OVCAR-5	80.5	96.9	106.9	73.6	104.0	105.8	104.5	-77.8*
OVCAR-8	86.2	96.1	86.5	73.6	110.2	104.5	103.0	-81.2*
OVCAR-3	97.9	.	99.0	73.7	124.4	118.9	.	-69.4*
NCI-H23	61.5	89.0	105.0	84.5	99.4	102.9	101.2	21.6
NCI-H322M	71.1	105.5	118.6	89.5	102.4	90.6	97.8	-53.9*
NCI-H460	52.0	94.9	106.0	76.3	111.6	99.9	109.2	-79.4*
NCI-H522	80.2	81.1	82.3	37.5	89.9	93.1	99.1	-85.6*
NCI-H226	.	90.1	102.7	92.9	100.4	97.3	101.4	.
NCI/ADR-RES	74.4	88.3	106.3	71.7	108.9	89.6	99.5	-8.7*

(9) C1=CCN(c2nc(N3CCOCC3)nc(N3CCCc4ccccc43)n2)CC1
(10) COC(=O)CC(NS(=O)(=O)/N=C1\NC(=O)NC1=C(Cl)Cl)C(=O)OC (centres undefined)
(11) O=C(Cn1cc(CN2C(=O)c3ccc([N+](=O)[O-])cc3C2=O)nn1)Nc1ccc(Cl)cc1[N+](=O)[O-]
(12) CNS(=O)(=O)c1ccc(Cl)cc1
(13) OC(c1ccccc1)c1cccc2ccccc12 (centres undefined)
(14) CC1(C)C2=C(C(=O)N1Cc1ccccc1)C(c1ccco1)N(C(=O)C1CCC1)CCN2 (centres undefined)
(15) CCCCC(C)Sc1nc2c([nH]1)c(=S)n(C)c(=O)n2C (centres undefined)
(16) CS(=O)(=O)c1cc(C(=O)O)cc(NCc2ccccc2)c1Oc1ccccc1
Assay by compound	9	10	11	12	13	14	15	16
OVCAR-5	110.5	111.4	106.9	93.6	97.5	95.6	107.4	107.8
OVCAR-8	103.0	109.1	104.7	99.7	97.7	114.5	105.2	100.3
OVCAR-3	107.4	121.0	.	109.3	104.0	106.8	100.2	107.1
NCI-H23	102.7	.	97.7	96.2	102.2	95.8	94.7	104.7
NCI-H322M	119.2	101.3	101.0	.	96.5	107.5	104.4	111.8
NCI-H460	102.9	109.9	109.7	109.7	101.2	105.9	87.3	103.8
NCI-H522	120.8	100.5	96.0	83.9	69.5	93.8	81.7	99.8
NCI-H226	101.2	102.9	97.3	102.5	89.3	115.7	96.4	87.0
NCI/ADR-RES	100.0	109.2	101.0	103.4	104.1	100.3	92.2	.

(17) CCOC(=O)N1CCN(/C(=N/c2sc(-c3ccccc3)nc2-c2ccccc2)c2ccc(C)cc2)CC1
(18) O=C1/C(=C/c2ccc(O)c(O)c2)Oc2cc(O)ccc21
(19) COc1ccc(/C=N\NC(=O)c2cc(-c3ccc(Cl)cc3)n(-c3ccc(OC)cc3)n2)cc1
(20) Fc1ccc(-c2ncnc3c2ncn3C/C=C/CCl)cc1
(21) CCOC(=O)c1cc(C(=O)c2ccc(Br)cc2)n2c1ccc1c3ccccc3ccc12
(22) CC(C)COc1ccc(O)cc1
(23) Cc1ccc2nc(-c3ccc(N4C(=O)/C(=C/c5ccc(N(C)C)cc5)N=C4c4ccccc4)cc3)sc2c1
(24) CC(=O)OC[C@]12CCC(C)(C)C[C@H]1[C@@H]1NCC[C@@H]3[C@@]4(C)CCCNC(C)(C)[C@@H]4CC[C@@]3(C)[C@]1(C)CC2
Assay by compound	17	18	19	20	21	22	23	24
OVCAR-5	94.2	106.0&107.9	89.2	104.5	108.4	119.4	80.6	120.3
OVCAR-8	80.9	102.5&99.7	93.2	82.8	101.7	84.7	93.4	102.0
OVCAR-3	105.5	99.0&104.4	95.9	90.1	112.6	103.2	75.4	105.1
NCI-H23	82.8	102.6&97.7	84.9	93.1	88.5	89.4	81.6	100.7
NCI-H322M	94.3	99.1	76.5	.	100.9	97.0	62.1	99.6
NCI-H460	98.5	106.8&103.4	90.4	98.7	102.3	97.2	84.1	98.0
NCI-H522	78.2	77.0&79.5	80.0	65.2	90.9	97.0	79.5	90.8
NCI-H226	78.0	105.2	88.7	93.4	92.8	103.2	.	93.1
NCI/ADR-RES	95.0	101.6&103.7	87.5	94.1	98.9	75.0	83.8	99.7

(25) CC(=O)Oc1ccc(OC(C)=O)c2c1CC(C)=C(C)C2
(26) O=C(O)c1ccccc1-c1nnc2c(Cc3ccccc3)nc3ccccc3n12
(27) O=C(/C(=C/c1ccc([N+](=O)[O-])cc1)c1ccccc1)c1ccccc1
(28) Nc1nc(Nc2ccccn2)nn1Cc1ccccc1
(29) O=S(=O)(Oc1ccc(-c2cn3ccoc3n2)cc1)N1CCCCC1
(30) CC(C)(CNC1CCCCC1)OC(=O)c1ccccc1
(31) CC(C)OC(=O)CCc1c[nH]c2ccccc12
(32) Cc1c(C(=O)/C=C/Oc2ccc(S(N)(=O)=O)cc2)sc2nc3ccccc3n12
Assay by compound	25	26	27	28	29	30	31	32
OVCAR-5	116.1	98.0	76.3	100.6	98.8	113.7	94.0	102.8
OVCAR-8	96.9	104.5	8.5*	102.0	106.3	101.2	101.1	101.6
OVCAR-3	114.8	79.8	16.4	108.9	.	101.9	102.4	118.3
NCI-H23	90.3	86.6	67.1	98.1	102.7	107.5	92.6	105.5
NCI-H322M	129.0	96.5	74.3	95.6	105.8	102.5	110.7	109.2
NCI-H460	107.9	101.4	65.6	100.3	106.1	105.8	117.4	107.5
NCI-H522	71.0	85.5	31.4	90.5	94.5	.	79.4	102.4
NCI-H226	114.0	91.5	56.6	105.7	97.6	97.8	95.2	108.8
NCI/ADR-RES	98.1	94.1	46.5	101.2	102.5	102.8	95.5	109.2

(33) COc1cc(C2C=C(C)N=C3SC(C)=NN32)cc(OC)c1OC (centres undefined)
(34) COc1ccc2[nH]c(C(=O)NCc3ccccc3)cc2c1
(35) CC(C)c1cccc(O)c1
(36) Nc1ccc2c(c1)nnn2-c1ccccc1
(37) CC(=O)N(c1ccccc1)C(C(=O)c1ccccc1)c1ccccc1 (centres undefined)
(38) COc1ccc(Cl)cc1NC(=O)OCCCl
(39) COC(=O)/C(CCC=C(C)C)=C1\[C@@H](OC(C)=O)C[C@@]2(C)[C@H]1C[C@@H](O)[C@H]1[C@@]3(C)CC[C@H](NCCN)[C@@H](C)[C@@H]3CC[C@@]12C
(40) COc1ccc2[nH]c(=O)c(CN3CCN(c4nccc(-c5ccc6ccccc6c5)n4)CC3)cc2c1
Assay by compound	33	34	35	36	37	38	39	40
OVCAR-5	95.9	116.5	110.1	135.8	100.6	93.0	104.3	96.8
OVCAR-8	104.3	102.9	108.7	100.7	108.0	102.7	86.3	40.8
OVCAR-3	105.9	112.2	109.5	85.4	109.4	106.3	83.8	84.9
NCI-H23	94.8	89.1	103.1	118.9	96.4	100.1	88.7	85.3
NCI-H322M	116.5	90.0	113.3	111.5	113.0	105.9	83.5	96.2
NCI-H460	114.1	110.9	108.4	100.2	104.7	101.4	99.6	78.2
NCI-H522	89.8	90.5	.	92.3	97.6	88.6	86.9	72.6
NCI-H226	106.6	96.4	103.2	90.0	92.8	94.9	83.5	81.1
NCI/ADR-RES	100.9	102.2	104.3	133.6	94.1	106.3	93.4	70.1

(41) CN(C)c1ccc(C(=S)c2ccc(N(C)C)cc2)cc1
(42) O=[N+]([O-])CC(c1cccs1)c1c[nH]c2ccccc12 (centres undefined)
(43) Nc1c(C(=O)N/N=C/c2ccc(Oc3ccccc3)cc2)cnn1CC(O)c1ccccc1 (centres undefined)
(44) CN(C)CCN1C(=O)c2c(c3c4ccccc4n4c3c3c2c2ccccc2n3C2CC(O)C(O)C4(C)O2)C1=O (centres undefined)
(45) O=C(Nc1ccccc1Cl)N1CCC2N(C(=O)Nc3ccccc3Cl)CCC3N(C(=O)Nc4ccccc4Cl)CCC1N23 (centres undefined)
(46) Cc1ccccc1C1=N[C@@H](Cc2ccccc2)C(=O)c2c(nc3ccccn23)N1
(47) COC(=O)c1nc(N)nc(C(=O)OC)c1C(=O)Cc1ccccc1
(48) COc1ccc(C2=NOC(C(=O)N3CC(C)OC(C)C3)C2)cc1OC1CCCC1 (centres undefined)
Assay by compound	41	42	43	44	45	46	47	48
OVCAR-5	94.8	89.0	82.4	55.6	97.1	100.7	90.8	100.3
OVCAR-8	88.5	96.1	80.6	25.3	102.9	92.8	61.1	101.3
OVCAR-3	80.7	100.1	98.9	41.4	112.3	107.7	86.5	117.7
NCI-H23	78.9	88.2	97.2	23.1	114.2	95.3	48.9	98.2
NCI-H322M	103.2	94.2	85.4	34.8	111.4	106.0	93.1	108.9
NCI-H460	92.6	99.1	69.3	2.3*	110.1	103.2	85.3	105.4
NCI-H522	29.0	70.5	84.0	-5.0*	95.4	121.1	77.1	95.5
NCI-H226	85.9	87.5	92.1	18.6	103.1	98.9	81.2	.
NCI/ADR-RES	28.7	68.5	98.3	54.5	124.5	95.6	24.3	95.2

Profiles, quoted from the list. Order of screens: OVCAR-5 | OVCAR-8 | OVCAR-3 | NCI-H23 | NCI-H322M | NCI-H460 | NCI-H522 | NCI-H226 | NCI/ADR-RES
Record of `O=C(/C(=C/c1ccc([N+](=O)[O-])cc1)c1ccccc1)c1ccccc1` : 76.3 | 8.5* | 16.4 | 67.1 | 74.3 | 65.6 | 31.4 | 56.6 | 46.5
Record of `C1=CCN(c2nc(N3CCOCC3)nc(N3CCCc4ccccc43)n2)CC1` : 110.5 | 103.0 | 107.4 | 102.7 | 119.2 | 102.9 | 120.8 | 101.2 | 100.0
Record of `CC(C)c1cccc(O)c1` : 110.1 | 108.7 | 109.5 | 103.1 | 113.3 | 108.4 | . | 103.2 | 104.3

The results go on.
(49) COc1cc(C(=O)/C=C/c2cccnc2Nc2ccccc2)cc(OC)c1OC
(50) CCOC(=O)c1ccc(N2C(=O)/C(=C/N3N=C(c4ccccc4)CC3c3ccc(N(C)C)cc3)SC2=S)cc1 (centres undefined)
(51) CCOc1ccc(C(CC)Oc2ccc(C(=O)NS(=O)(=O)C(C)(C)C)cc2C(F)(F)F)nc1 (centres undefined)
(52) O=Nc1c(O)ccc2ccccc12.O=Nc1c(O)ccc2ccccc12.O=Nc1c([O-])ccc2ccccc12.[Fe+3]
(53) COc1cccc(NC(=O)[C@H](C(C)C)n2c(=O)[nH]c3ccccc3c2=O)c1
(54) CN(C)CCCSc1ccccc1NC1=C(Cl)C(=O)C(Nc2ccccc2SCCCN(C)C)=C(Cl)C1=O
(55) COc1ccccc1NC(=O)N/N=C/c1c[nH]c2ccccc12
(56) O=NN(c1cccc(C(F)(F)F)c1)c1ccccn1
Assay by compound	49	50	51	52	53	54	55	56
OVCAR-5	-71.2*	106.8	109.0	108.6	108.1	33.4	34.4	105.7
OVCAR-8	-31.3*	94.8	103.0	98.4	96.9	-26.5*	19.3	.
OVCAR-3	-98.5*	89.5	114.7	101.6	109.5	-93.0*	-32.1*	114.4
NCI-H23	-35.3*	90.0	100.7	87.0	99.8	-43.4*	0.5*	92.3
NCI-H322M	7.0*	77.9	102.8	104.4	116.6	.	49.4	106.4
NCI-H460	-40.4*	111.2	101.8	105.3	103.3	102.7	14.1	107.6
NCI-H522	-68.7*	83.7	87.7	103.1	99.1	-78.2*	-37.1*	87.9
NCI-H226	-96.2*	109.9	97.0	.	92.4	93.5	19.0	103.4
NCI/ADR-RES	13.4	101.5	100.5	104.0	.	72.4	-9.7*	100.6

(57) Cc1ccc2nc(COc3ccc(C(=O)NNC(=S)NC(=O)c4ccccc4)cc3)[nH]c2c1
(58) CS(=O)(=O)Nc1ccc(C(=O)/C=C2/C(=O)Nc3ccc(F)cc32)cc1
(59) N#Cc1ccc(N2CSC3=N/C(=C\c4ccc(Cl)cc4)C(=O)N3C2)cc1
(60) CC1CCCC[N+]12CCCC2 (centres undefined)
(61) O=C(Cn1c[n+](CC(=O)c2ccc(Br)cc2)c2ccccc21)Nc1cccc2cccnc12
(62) CN(C)NC(=S)Nc1ccccc1
(63) CC(=O)OC[C@]12CCC(C)(C)C=C1[C@H]1CC[C@@H]3[C@@]4(C)CCCNC(C)(C)[C@@H]4CC[C@@]3(C)[C@]1(C)CC2
(64) O=S(=O)(Nc1ccc(Cl)nn1)c1ccc(N=C=S)cc1
(65) Cc1ccccc1NC(=O)Cc1csc(N/N=C2\NC(=O)/C(=C/c3cccc([N+](=O)[O-])c3)S2)n1
(66) CC1(C)OC1(C#N)c1ccccc1 (centres undefined)
(67) Cc1cc(O)c(C(C)C)cc1N=Cc1ccccc1Cl
Assay by compound	57	58	59	60	61	62	63	64	65	66	67
OVCAR-5	80.2	100.3	106.0	114.0	99.8	107.6	96.7	100.6	96.3	100.8	111.8
OVCAR-8	42.1	100.4	103.9	100.2	98.0	114.9	71.9	98.4	103.5	93.4	102.1
OVCAR-3	58.2	.	106.6	107.9	67.8	116.3	30.7	103.3	95.7	101.6	115.3
NCI-H23	53.3	102.3	107.2	107.7	86.4	104.8	65.0	93.9	88.3	110.1	94.1
NCI-H322M	80.7	101.2	105.2	102.3	99.2	105.3	98.9	97.9	103.6	127.3	117.8
NCI-H460	20.5	104.1	94.6	111.4	100.0	113.1	49.4	100.6	108.8	107.9	105.7
NCI-H522	60.5	98.9	80.6	.	64.2	99.3	39.4	96.9	84.3	101.5	66.4
NCI-H226	60.7	89.3	91.7	90.4	92.2	103.0	77.9	104.5	94.4	108.7	94.8
NCI/ADR-RES	-3.6*	99.6	104.1	106.5	100.4	111.4	104.3	94.4	93.5	109.5	96.8

An unsorted share of the library. About 11% of those tested had a hit in this group.
